Compound activity deposited in PubChem BioAssay by National Center for Advancing Translational Sciences (NCATS).
KinaseGlo FLuc: Counterscreen for Luciferase (Kinase-Glo TM) Inhibition; Luciferin 4-monooxygenase (Photuris pensylvanica), Q27757; Kinase-Glo luciferase, ATP luminescence, 8 min; Potency, µM (doses to about 38.3 µM), inactives show at the top dose activity change, negative = inhibition, hits mostly inhibitors; actives 0.28% (n = 200,000); AID 1379, 2008; also: potency is read from the fitted curve at half-maximal effect; % is scaled to controls: 0 for no effect and ±100 for the full control effect; nearly all actives have a fitted effect of over 60% in size
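Light output from Kinase-Glo luciferase with luciferin and 10 uM ATP in 50 mM imidazole pH 7.2, KCl, MgCl2, Tween 20, BSA; compound pin-delivered, 8-min ambient incubation, then luminescence read.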
LMNA splice mod: qHTS Assay for Modulators of Lamin A Splicing. Potency, µM (top dose mostly 46.1 µM), without a hit: top-dose ratio change, negative = inhibition, most hits filed as inhibitors. actives 0.01% (n = 200,000). HeLa LMNA splicing GFP/RFP minigene ratio, 48 h. AID 1487, 2009; active = well fitted inhibition curve with a large enough effect in the signal ratio, with a control signal flat, not every such curve was filed as active; inconclusive = small, poorly fitted or top-dose-only effect, or effect the other way, or a change in a side signal; the % refers to the signal ratio; also: potency is read from the fitted curve at half-maximal effect; % is scaled to controls: 0 for no effect and ±100 for the full control effect
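S3 HeLa cells stably expressing lamin A-EGFP splicing minigene plus DsRed2, 600 cells/well, 48 h compound exposure at 37C. Laser-scanning cytometry; analysed as GFP (500-530 nm)/RFP (575-640 nm) total intensity ratio; 0.5% DMSO vehicle.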
IMPase Li inh: qHTS Assay for Identifying the Cell-Membrane Permeable IMPase Inhibitors: Potentiation with Lithium; CHO-M1 cells, IP1 TR-FRET (IP-One), carbachol + lithium; actives 0.35% (n = 210,000); Potency, µM (highest dose often 59.4 µM), inactives show at the highest dose activity, negative = IMPase inhibition, hits mostly inhibitors;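 also: IP1 builds up when IMPase is blocked and the TR-FRET signal falls; potency is read from the fitted curve at half-maximal effect; plate controls were basal vehicle for no effect and high inhibitor control for full effect; nearly all actives have a fitted effect of over 50% in size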
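Test compounds were applied to CHO-M1 cells previously cultured for 16–30 h at 2000 per well. A small lithium amount accompanied them; after 30 min at 37C, IP1 was quantified by TR-FRET.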
Epigenetic reg: Quantitative High-Throughput Screen for Regulators of Epigenetic Control. murine LDR cells, GFP reporter derepression, 30 h. Potency, µM (titrated, usually from 53.9 µM), without a hit: at the top dose GFP activation, usual class: activators. actives 0.2% (n = 280,000). AID 1865, 2009; also: potency is read from the fitted curve at half-maximal effect; % of control where 0% means no effect; nearly all actives have a fitted effect of over 60% in size
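Murine LDR cells carrying a silenced, genomically integrated CMV-driven GFP reporter were exposed to compound for 30 hours at 37 C. After PBS washes, GFP-positive cells (20–120 um objects) were counted by laser-scanning microplate cytometry.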
CBFb RUNX1 block: qHTS Assay for Compounds Blocking the Interaction Between CBF-beta and RUNX1 for the Treatment of Acute Myeloid Leukemia; Runt-related transcription factor 1 (Homo sapiens) + Core-binding factor subunit beta …; AlphaScreen CBFb-His/RUNX1-biotin binding, biochemical; Potency, µM (top dose mostly 59.8 µM), for inactives: at the highest dose activity, negative = inhibition, usual class: inhibitors; 230,000 tested, under 10 active; AID 1477, 2009; also: % of control where 0% means no effect
Target sequence (Q01196 whole entry, looked up): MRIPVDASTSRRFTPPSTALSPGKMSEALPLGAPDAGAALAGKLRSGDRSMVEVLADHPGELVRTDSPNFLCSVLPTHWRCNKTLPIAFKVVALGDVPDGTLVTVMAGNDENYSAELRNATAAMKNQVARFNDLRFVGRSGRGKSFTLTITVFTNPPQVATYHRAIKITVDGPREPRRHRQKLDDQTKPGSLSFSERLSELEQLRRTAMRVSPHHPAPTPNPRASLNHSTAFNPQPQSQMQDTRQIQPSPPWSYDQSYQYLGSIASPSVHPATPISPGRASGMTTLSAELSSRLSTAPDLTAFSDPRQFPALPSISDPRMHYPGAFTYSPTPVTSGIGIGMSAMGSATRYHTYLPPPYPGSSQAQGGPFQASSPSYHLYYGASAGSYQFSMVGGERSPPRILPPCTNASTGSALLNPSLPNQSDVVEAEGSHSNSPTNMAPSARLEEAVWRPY
Target sequence (Q13951 whole entry, looked up): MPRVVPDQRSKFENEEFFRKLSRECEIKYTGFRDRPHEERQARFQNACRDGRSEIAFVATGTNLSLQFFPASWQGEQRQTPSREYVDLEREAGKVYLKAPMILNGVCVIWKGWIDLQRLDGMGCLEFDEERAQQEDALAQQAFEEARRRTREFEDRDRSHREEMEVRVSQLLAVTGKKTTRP
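Room-temperature protein-protein interaction test with 30 nM each of His-tagged CBF-beta and biotinylated RUNX1, 15 min with compound, then 90 min with nickel plus streptavidin beads. Signal read in AlphaScreen mode.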
HttQ103 aggreg: qHTS Multiplex Assay to Identify Dual Action Probes in a Cell Model of Huntington: Aggregate Formation (GFP) | PC12 HttQ103-GFP aggregates, Acumen cytometry, 40 h | Potency, µM (doses to about 46.1 µM), for the others: at the highest dose activity change, negative = inhibition, actives largely listed as inhibitors | actives 1.1% (n = 220,000) | AID 1688, 2009; also: potency is read from the fitted curve at half-maximal effect; % is scaled to controls: 0 for no effect and ±100 for the full control effect; nearly all actives have a fitted effect of over 60% in size
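Aggregate formation scored by laser-scanning cytometer (488 excitation, 500–530 emission) in lysed PC12 cells expressing Q103-GFP after 100 nM tebufenozide induction; library tested in dose series, with ATPLite reagent added in the multiplex.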
NPSR antagonist: qHTS Assay for Antagonists of the Neuropeptide S Receptor: cAMP Signal Transduction | CHO-NPSR cells, cAMP TR-FRET, antagonist mode | Potency, µM (series often up to 38.3 µM), inactives show top-dose activity change, negative = inhibition, actives largely listed as inhibitors | actives 1% (n = 220,000); also: potency is read from the fitted curve at half-maximal effect; % is scaled to controls: 0 for no effect and ±100 for the full control effect; nearly all actives have a fitted effect of over 50% in size; many of its hits are not listed in these tables
Target sequence (Q6W5P4 whole entry, looked up): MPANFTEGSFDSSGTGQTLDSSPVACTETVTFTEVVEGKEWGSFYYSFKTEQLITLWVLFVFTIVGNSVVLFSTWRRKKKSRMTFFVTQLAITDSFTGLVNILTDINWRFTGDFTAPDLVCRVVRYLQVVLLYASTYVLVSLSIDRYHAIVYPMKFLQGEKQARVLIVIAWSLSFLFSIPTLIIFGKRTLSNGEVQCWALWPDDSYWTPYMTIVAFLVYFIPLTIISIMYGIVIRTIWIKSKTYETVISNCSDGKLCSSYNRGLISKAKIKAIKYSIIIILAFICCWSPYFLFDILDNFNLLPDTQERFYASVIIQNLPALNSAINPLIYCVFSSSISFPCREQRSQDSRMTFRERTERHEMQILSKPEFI
The depositor's hits bear a star; [ ] = another dose, or the depositor's remark. Unless noted, calls follow the shape of the dose curve; as a rule, active = well fitted curve in the direction sought with a large enough effect; inconclusive = small, poorly fitted or top-dose-only effect, or another doubt; inactive = no such curve, though single readings can be large; an effect the other way counts as inactive or inconclusive. Only part of the results is shown (hit frequency here may not be typical).

What do the screens show for `CC(C)NC(=O)CN1CCN(Cc2nc(C(c3ccccc3)c3ccccc3)no2)CC1`?
KinaseGlo FLuc: 1%; LMNA splice mod: 5%[46 µM]; IMPase Li inh: 22%; Epigenetic reg: 0.0%; CBFb RUNX1 block: 6%; HttQ103 aggreg: -1%[9.22 µM]; NPSR antagonist: 5%

What do the screens show for `O=C(Nc1ccc(F)cc1F)N1CCCCC1c1cccnc1` (stereo not drawn)?
LMNA splice mod: 0%; Epigenetic reg: inconclusive; CBFb RUNX1 block: 2%; HttQ103 aggreg: 10%; NPSR antagonist: 5%[46.1 µM]

What do the screens show for `Nc1nc(CSC(=S)N2CCN(c3ccccc3)CC2)nc(Nc2ccccc2)n1`?
KinaseGlo FLuc: 7%; LMNA splice mod: inconclusive; IMPase Li inh: 1%; Epigenetic reg: -1.0%; CBFb RUNX1 block: -3%; HttQ103 aggreg: -11%; NPSR antagonist: -6%

What do the screens show for `CCOC(=O)c1cnn2c1[nH]c(=O)c1ccccc12`?
KinaseGlo FLuc: 1%; LMNA splice mod: -4%; IMPase Li inh: -10%[38.3 µM]; Epigenetic reg: 0.0%; CBFb RUNX1 block: 11%; HttQ103 aggreg: 1%[9.22 µM]; NPSR antagonist: -4%[46.1 µM]

How did COc1ccc(OCC(=O)Nc2nccs2)cc1 do in these assays?
KinaseGlo FLuc: 10µM*; IMPase Li inh: -5%; Epigenetic reg: 7.4%; CBFb RUNX1 block: -3%; HttQ103 aggreg: 1%[9.22 µM]; NPSR antagonist: -5%

How did C=CCOc1ccc(/C=N/NC(=O)C(C)Sc2ccccn2)cc1OC (stereo not drawn) do in these assays?
KinaseGlo FLuc: -4%; LMNA splice mod: -6%; IMPase Li inh: 10%; Epigenetic reg: 0.0%; CBFb RUNX1 block: 2%; HttQ103 aggreg: 16%; NPSR antagonist: -4%

What do the screens show for `COCCCNc1oc(-c2ccccc2Cl)nc1C#N`?
KinaseGlo FLuc: 3%; LMNA splice mod: 3%[46 µM]; IMPase Li inh: 0%; Epigenetic reg: -3.0%; CBFb RUNX1 block: -5%; HttQ103 aggreg: -32%; NPSR antagonist: 4%

How did C#CCOCCOCCOCCNc1nc(N2CCN(C(=O)Cn3cc(CC(C)O)nn3)CC2)nc(N2CCN(C(=O)[C@H](C)n3cc(CCCN=C(N)N)nn3)CC2)n1 (stereo partly drawn) do in these assays?
KinaseGlo FLuc: -1%; LMNA splice mod: -7%; IMPase Li inh: -6%; Epigenetic reg: 1.7%; CBFb RUNX1 block: 5%[2.36 µM]; HttQ103 aggreg: -19%; NPSR antagonist: 18%

Results for Cc1ccc(S(=O)(=O)N(C)c2ccc3sc(C)nc3c2)cc1 ?
KinaseGlo FLuc: 12%; LMNA splice mod: 0%[46 µM]; IMPase Li inh: 7%; Epigenetic reg: -2.7%; CBFb RUNX1 block: 6%; HttQ103 aggreg: -16%[9.22 µM]; NPSR antagonist: 11%

Results for NC(=O)CC(NC(=O)Cc1ccc(Br)cc1)c1ccc(NCCc2ccc(F)cc2)c([N+](=O)[O-])c1 (stereo not drawn) ?
Epigenetic reg: 9.2%; CBFb RUNX1 block: -9%; HttQ103 aggreg: 15%[9.22 µM]; NPSR antagonist: -3%

How did O=C(CCC1=NS(=O)(=O)c2ccccc2N1)NC1CCCCCCC1 do in these assays?
KinaseGlo FLuc: -4%; LMNA splice mod: 8%; IMPase Li inh: 4%[38.3 µM]; Epigenetic reg: -2.3%; CBFb RUNX1 block: -5%; HttQ103 aggreg: 0%; NPSR antagonist: 0%[46.1 µM]

What do the screens show for `Cc1ccc(NC(=O)c2c(F)cccc2Cl)cc1NS(C)(=O)=O`?
Epigenetic reg: -0.4%; CBFb RUNX1 block: 12%; HttQ103 aggreg: -13%[9.22 µM]; NPSR antagonist: 8%

Results for O=C(N/N=C/c1ccc(F)cc1)c1sccc1OCc1ccc(F)cc1 ?
KinaseGlo FLuc: -4%; LMNA splice mod: inconclusive; IMPase Li inh: 6%[38.3 µM]; Epigenetic reg: -1.8%; CBFb RUNX1 block: 3%; HttQ103 aggreg: inconclusive; NPSR antagonist: -14%[46.1 µM]

How did CSC1=C(C#N)C(c2ccc(C)s2)CC(=O)N1 (stereo not drawn) do in these assays?
KinaseGlo FLuc: -1%; LMNA splice mod: -4%; IMPase Li inh: 19%[38.3 µM]; Epigenetic reg: -1.0%; CBFb RUNX1 block: 0%; HttQ103 aggreg: 12%; NPSR antagonist: -9%[46.1 µM]

Results for CN(C)CCCn1c(N)c(S(=O)(=O)c2ccccc2)c2nc3ccccc3nc21 ?
Epigenetic reg: 3.4%; CBFb RUNX1 block: 7%; HttQ103 aggreg: 5%[9.22 µM]; NPSR antagonist: 10%

How did O=C1CCCCN1CCc1c[nH]c2ccccc12 do in these assays?
KinaseGlo FLuc: -2%; LMNA splice mod: -9%; IMPase Li inh: 7%; Epigenetic reg: -1.2%; CBFb RUNX1 block: 0%; HttQ103 aggreg: 10%; NPSR antagonist: 2%[46.1 µM]

Results for CCN(CC)c1ccc(/C=N/N2CCN(Cc3ccccc3)CC2)cc1 ?
KinaseGlo FLuc: 0%; LMNA splice mod: 21%[46 µM]; IMPase Li inh: 18%; Epigenetic reg: -2.1%; CBFb RUNX1 block: inconclusive; HttQ103 aggreg: 3%; NPSR antagonist: -46%

How did COc1cccc(OC)c1C(=O)NC(=S)NNC(=O)[C@H]1C[C@@H]1c1ccccc1 do in these assays?
Epigenetic reg: 2.1%; CBFb RUNX1 block: -4%; HttQ103 aggreg: 16%[9.22 µM]; NPSR antagonist: -5%

How did CNC(=O)c1cccc(N2CCCC2=O)c1 do in these assays?
KinaseGlo FLuc: -3%; LMNA splice mod: 1%; IMPase Li inh: 18%[38.3 µM]; Epigenetic reg: 1.8%; CBFb RUNX1 block: 4%; HttQ103 aggreg: -3%; NPSR antagonist: 4%[46.1 µM]

What do the screens show for `Cc1noc(C)c1COC(=O)CNC(=O)c1ccc(Cl)cc1`?
KinaseGlo FLuc: -3%; LMNA splice mod: 1%[46 µM]; IMPase Li inh: 4%; Epigenetic reg: -5.3%; CBFb RUNX1 block: 12%; HttQ103 aggreg: 10%; NPSR antagonist: 1%

What do the screens show for `Cc1cccc(C)c1N1CCN(C(=O)Nc2ccc3c(c2)OCCO3)CC1`?
KinaseGlo FLuc: 0%; LMNA splice mod: -18%; IMPase Li inh: 8%[38.3 µM]; Epigenetic reg: -1.1%; CBFb RUNX1 block: -7%; HttQ103 aggreg: inconclusive; NPSR antagonist: -20%[46.1 µM]

What do the screens show for `CCOc1ccc(Oc2cc(NC(=O)c3ccco3)cc([N+](=O)[O-])c2)cc1`?
KinaseGlo FLuc: 6%; LMNA splice mod: 9%; IMPase Li inh: -9%[38.3 µM]; Epigenetic reg: 3.4%; CBFb RUNX1 block: -8%; HttQ103 aggreg: 4%; NPSR antagonist: -16%[46.1 µM]

Results for COC(=O)C1[C@H]2C(=O)N(Cc3cccs3)C[C@]23C=C[C@H]1O3 (stereo partly drawn) ?
KinaseGlo FLuc: -3%; LMNA splice mod: -3%; IMPase Li inh: -7%[38.3 µM]; Epigenetic reg: -3.6%; CBFb RUNX1 block: 2%; HttQ103 aggreg: 2%; NPSR antagonist: -4%[46.1 µM]

How did Cc1nc(NC(=O)c2ccccc2[N+](=O)[O-])sc1C(=O)N(C)C do in these assays?
KinaseGlo FLuc: -4%; LMNA splice mod: -6%; IMPase Li inh: 1%; Epigenetic reg: -0.9%; CBFb RUNX1 block: 5%; HttQ103 aggreg: 2%; NPSR antagonist: 16%

How did COc1ccc(C(=O)OCC(=O)NC2CC2)cc1[N+](=O)[O-] do in these assays?
KinaseGlo FLuc: -4%; LMNA splice mod: inconclusive; IMPase Li inh: -6%; Epigenetic reg: -1.3%; CBFb RUNX1 block: 11%; HttQ103 aggreg: 15%; NPSR antagonist: 13%

How did CCC1=NC(c2ccc(OC)c(OC)c2)N(O)C1(C)C (stereo not drawn) do in these assays?
KinaseGlo FLuc: -5%; LMNA splice mod: 6%; IMPase Li inh: 8%; Epigenetic reg: 0.1%; CBFb RUNX1 block: -4%; HttQ103 aggreg: 0%; NPSR antagonist: 11%

How did O=C(Nc1ccc(S(=O)(=O)Nc2nccs2)cc1)c1cccc(N2C(=O)c3ccccc3C2=O)c1 do in these assays?
KinaseGlo FLuc: 3%; IMPase Li inh: 3%; Epigenetic reg: -1.5%; CBFb RUNX1 block: -2%; HttQ103 aggreg: 19%; NPSR antagonist: -4%

Results for O=C(NNC(=O)c1cccs1)c1ccco1 ?
KinaseGlo FLuc: -7%; LMNA splice mod: -7%[46 µM]; IMPase Li inh: -5%; Epigenetic reg: -1.7%; CBFb RUNX1 block: 4%; HttQ103 aggreg: -15%[9.22 µM]; NPSR antagonist: -23%

Three compounds from above, arranged by length of the SMILES, falling.
How did COc1cccc(OC)c1C(=O)NC(=S)NNC(=O)[C@H]1C[C@@H]1c1ccccc1 do in these assays?
Epigenetic reg: 2.1%; CBFb RUNX1 block: -4%; HttQ103 aggreg: 16%[9.22 µM]; NPSR antagonist: -5%

Results for COC(=O)C1[C@H]2C(=O)N(Cc3cccs3)C[C@]23C=C[C@H]1O3 (stereo partly drawn) ?
KinaseGlo FLuc: -3%; LMNA splice mod: -3%; IMPase Li inh: -7%[38.3 µM]; Epigenetic reg: -3.6%; CBFb RUNX1 block: 2%; HttQ103 aggreg: 2%; NPSR antagonist: -4%[46.1 µM]

Results for O=C(NNC(=O)c1cccs1)c1ccco1 ?
KinaseGlo FLuc: -7%; LMNA splice mod: -7%[46 µM]; IMPase Li inh: -5%; Epigenetic reg: -1.7%; CBFb RUNX1 block: 4%; HttQ103 aggreg: -15%[9.22 µM]; NPSR antagonist: -23%
